Bioassay records deposited in PubChem BioAssay by Sanford-Burnham Center for Chemical Genomics.
SENP8 block-1 = SENP8 (human) protease inhibition | 360,000 compounds, 0.64% hits | AID 602440 | inhibition, % at 20 µM | recombinant SENP8, Nedd8 substrate fluorescence; in the data active = inhibition mostly above about 40%, no sharp cut-off; inactive = mostly below about 27%
Target sequence (Q96LD8 whole entry, looked up): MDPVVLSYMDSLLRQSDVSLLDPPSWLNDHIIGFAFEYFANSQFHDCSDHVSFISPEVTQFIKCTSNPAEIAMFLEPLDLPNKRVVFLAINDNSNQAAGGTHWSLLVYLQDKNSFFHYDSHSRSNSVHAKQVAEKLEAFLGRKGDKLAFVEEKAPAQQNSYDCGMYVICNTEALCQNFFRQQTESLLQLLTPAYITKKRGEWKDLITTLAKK
UBC13 inh = blocks human UBC13 polyubiquitin chain formation; TR-FRET; inhibition, % at 20 µM; 330,000 compounds, 0.47% hits; in the data active = inhibition above about 45%, passing the limit was not always enough
Target sequence (P61088 whole entry, looked up): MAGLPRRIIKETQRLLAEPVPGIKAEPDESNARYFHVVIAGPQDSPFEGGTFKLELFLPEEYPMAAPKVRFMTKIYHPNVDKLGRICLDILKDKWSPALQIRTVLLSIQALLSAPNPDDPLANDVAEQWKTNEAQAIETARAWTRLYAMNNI
SENP8 block-2 = inhibitors of human SENP8 protease; Q96LD8; purified SENP8, Z-RLRGG-aminoluciferin cleavage, luminescence; inhibition, % at 10 µM; 330,000 compounds, 1.2% hits; AID 2540; in the data active = inhibition above about 50%
SENP7 block = blocks the human protease SENP7; Q9BQF6; recombinant SENP7, Z-RLRGG-aminoluciferin luminescence, 40 min; inhibition, % at 5 µM; 330,000 compounds, 1.5% hits;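 active = inhibition above about 50% at the single test dose, limit read from the data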;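 also: plate controls were DMSO with enzyme for no effect and no enzyme buffer wells for full effect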
Target sequence (Q9BQF6 706-1050 limits assumed): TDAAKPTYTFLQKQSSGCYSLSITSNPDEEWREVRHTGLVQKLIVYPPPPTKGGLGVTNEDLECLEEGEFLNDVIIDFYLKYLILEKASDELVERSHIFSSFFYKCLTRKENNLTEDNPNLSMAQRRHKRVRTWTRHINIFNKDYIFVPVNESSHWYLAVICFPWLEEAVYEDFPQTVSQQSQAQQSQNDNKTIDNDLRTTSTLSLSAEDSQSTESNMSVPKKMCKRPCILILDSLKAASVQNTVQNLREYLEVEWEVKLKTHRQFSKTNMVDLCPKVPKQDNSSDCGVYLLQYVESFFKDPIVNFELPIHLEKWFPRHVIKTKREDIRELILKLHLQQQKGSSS
HKDC1 inhibitor = HKDC1 (human) hexokinase inhibition. recombinant HKDC1, G6PDH/diaphorase resazurin coupled fluorescence. inhibition, % at 20 µM. 340,000 compounds, 0.16% hits. AID 493160;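 active = inhibition above about 35% when tested at 20 µM, limit read from the data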;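 also: plate controls were DMSO wells with enzyme for no effect and DMSO wells lacking enzyme for full effect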
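System: Recombinant HKDC1 hexokinase | Amount: HKDC1 at 5 µg/mL | Reagent: Glucose with 1 mM ATP | Doses: Single 20 µM dose | Incubation: Reaction time 90 min, room temperature, protected from light | Signal: Coupled resazurin fluorescence, excitation 525 nm, emission 613 nm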
SENP6 block = SENP6 protease inhibition; Q9GZR1; Recombinant SENP6 catalytic domain, aminoluciferin luminescence; inhibition, % at 10 µM; 330,000 compounds, 1.8% hits; AID 2599;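 active = inhibition above about 50% at the single tested dose, limit read from the data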;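 also: plate controls were DMSO wells with enzyme for no effect and DMSO wells lacking enzyme for full effect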
PfG6PD inh = PfG6PD (Plasmodium falciparum) enzyme inhibition | 350,000 compounds, 0.78% hits | AID 504690 | PfGluPho enzyme, NADPH resazurin-diaphorase fluorescence | inhibition, % at 20 µM;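 active = inhibition reaching at least a set limit at 20 µM in the primary screen, cut at about 59% in these data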;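 also: 0% = DMSO wells with substrate and 100% = DMSO wells lacking glucose-6-phosphate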
SENP1 inh = SENP1 (human) catalytic domain inhibition; Q9P0U3; recombinant SENP1 catalytic domain, CyPet-SUMO1-YPet FRET cleavage; inhibition, % at 10 µM; 360,000 compounds, 0.21% hits; AID 624204;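 active = inhibition at least 30% at 10 µM, raw YFP signal under a set limit, fluorescence ratio 0.5 to 1.5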;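 also: 0% = enzyme with DMSO and 100% = no enzyme wells; some results filed as inactive read as strong as hits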
Target sequence (Q9P0U3 419-644 limits assumed): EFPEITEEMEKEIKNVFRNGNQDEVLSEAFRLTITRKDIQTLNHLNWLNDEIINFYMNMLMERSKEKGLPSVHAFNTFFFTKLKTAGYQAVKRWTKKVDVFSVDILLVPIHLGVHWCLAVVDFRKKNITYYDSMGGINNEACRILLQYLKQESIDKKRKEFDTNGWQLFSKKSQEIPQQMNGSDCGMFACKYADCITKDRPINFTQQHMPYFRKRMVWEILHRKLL
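Controls: no-enzyme wells low, DMSO-plus-enzyme wells high control. Test system: human recombinant His6-tagged SENP1 catalytic domain enzyme. Reagent: SFCypet-SUMO1-SFYpet FRET protein substrate, 25 nM final. Doses: one dose per compound, 10 µM, 0.5% DMSO. Detection: FRET, CFP and YFP emission. Timing: 50 min reaction at room temperature.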
beta cell repl = induces beta-cell replication in MIN6 cells; proliferation, % at 10 µM; 330,000 compounds, 0.29% hits; MIN6 cells proliferation, ATPlite luminescence, 48 h; cells starved in 0.2% serum; 100% = growth in 10% serum; AID 2380;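 active = compounds whose signal lies at least 3.5 SD above the mean of all wells on their plate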;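 also: 0% = DMSO-treated cells in low-serum medium and 100% = 10% serum control; some compounds called inactive have numbers as strong as hits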
Active calls of the source: *; . = no result given.

SMILES	SENP8 block-1	UBC13 inh	SENP8 block-2	SENP7 block	HKDC1 inhibitor	SENP6 block	PfG6PD inh	SENP1 inh	beta cell repl
CC(C)(C)NC(=O)c1cccc(NC(=O)c2ccco2)c1	7	3	-3	-4	-4	-6	-3	0	1
COc1ccc(CNC(=O)c2c(-c3c(F)cccc3Cl)noc2C)cc1	13	-2	-3	-3	-6	-18	5	2	-1
COC(=O)C/C=C/[C@@H](C)[C@@H](/C=N/OCC[C@@H]1C=C[C@H](OC(C)=O)[C@@H](COC(C)=O)O1)NS(=O)(=O)c1ccc(C)cc1	.	2	-8	-12	.	-33	.	.	-1
COc1ccc(NC(=O)CCS(=O)(=O)c2ccc(Br)s2)cc1	8	-1	-2	-1	1	-3	-11	-1	-2
O=C(COC(=O)c1cnccn1)c1ccc2ccccc2c1	-16	-3	-12	-6	4	-19	3	-2	-3
CC(C)NC(=O)C(Cc1ccccc1)N1C(=O)c2ccccc2C1=O (stereo not drawn)	10	4	-10	4	1	0	-2	-1	-1
Cc1ccccc1-n1c(C)nnc1SCC(=O)NC1CCCc2ccccc21 (stereo not drawn)	-6	9	2	1	-10	-14	-5	-1	0
COc1ccc(N(CC(=O)NCc2ccc(C)cc2)S(=O)(=O)c2ccccc2[N+](=O)[O-])c(OC)c1	6	1	-4	4	-6	-16	2	1	-4
Cc1nc(SCC(=O)N2c3ccccc3NC(=O)CC2C)c2c(C)c(C)sc2n1 (stereo not drawn)	10	7	4	1	-1	-1	-12	2	2
CCOc1ccc(NS(=O)(=O)c2ccc(C(=O)N(C)CC(=O)Nc3ccccc3Br)cc2)cc1	13	.	.	.	-1	.	0	1	.
C/C(=N/NC(=O)c1ccoc1C)c1ccc(NC(=O)c2ccncc2)cc1	15	-3	-11	7	-3	-18	-5	1	1
O=S(=O)(c1ccc(Br)s1)N1CCC(Cc2ccccc2)CC1	6	3	-4	0	18	-2	3	8	-6
CN1CCN(c2cc3c(cc2F)c(=O)c(C(=O)O)cn3CCF)CC1	-317	0	0	-3	11	-14	-12	0	-2
COc1ccc(-c2nc(CSCC(=O)NCCCN3CCCC3=O)c(C)o2)cc1	4	2	3	2	5	3	10	3	-3
Fc1cccc(NC(=S)Nc2cccc3ccccc23)c1	-393	-4	28	29	13	57*	20	-7	-7
Cc1c(NS(=O)(=O)c2cc(C(=O)NCc3ccco3)cc(Cl)c2Cl)c(=O)n(-c2ccccc2)n1C	10	-9	2	6	7	-1	-17	-2	-3
O=C(C1CCN(c2ccc(N3CCOCC3)nn2)CC1)N1CCc2ccccc2C1	-276	17	-3	6	-8	5	3	-29	-1
O=C1c2ccccc2C(=O)N1c1nc(-c2cccs2)cs1	21	-13	-14	-24	15	-10	-1	3	1
O=C(CCSc1ccccc1)Nc1ccc(S(=O)(=O)N2CCOCC2)cc1	24	8	-7	-1	2	-10	-12	0	2
N/C(=N\OC(=O)N1c2ccccc2Sc2ccccc21)c1ccc(Br)cc1	-18	-6	-6	-8	-5	-1	7	46*	0
COc1ccccc1-n1c(C)c2c(OC)cccc(=O)c2c1C	-21	-14	-8	2	-12	-10	14	7	-4
CN1CCN(C(=O)Cn2ncc3c([nH]c4ccccc43)c2=O)CC1	-10	-4	-4	11	-7	-3	-12	7	1
NC(=O)COC(=O)/C=C/c1cccc(Br)c1	0	2	0	-7	-5	-8	-18	2	-2
O=C1N(Cc2cccc(Cl)c2)C[C@@H]2C[C@@H](c3cccn3-c3cccnc3)N3CCC[C@@]123	-19	-1	2	10	11	6	-8	-20	-1
CCn1nc(C)c(CN2CCC(n3nccc3NC(=O)CCCc3ccccc3)CC2)c1C	2	0	-19	-6	-1	-9	-17	1	-3
Cc1ccc(CNC(=O)CSc2ccc(-c3ccccn3)nn2)cc1	12	-11	-3	1	14	-9	22	0	-3
CCOc1cc(C(=O)NC)cc(Br)c1OCc1ccccc1	13	13	-1	5	3	-6	-2	1	-1
O=C(O)c1ccccc1C=NN=C1c2ccccc2-c2ccccc21	24	.	.	.	3	.	-28	1	.
CN(C)S(=O)(=O)c1cccc(NC(=O)CSc2nc3ccccc3n2-c2ccccc2)c1	21	5	0	0	17	1	8	2	-6
CCCCCn1c(NC2CCCCC2)nc2c1c(=O)[nH]c(=O)n2C	20	-3	1	-4	-1	0	-5	1	3
Cc1nc2ccc(C(=O)O)cc2nc1C	3	-30	-8	-4	-9	2	3	0	-2
COc1cc(-c2c(-c3cccc(C)c3)oc3ccccc23)cc(OC)c1OC	-373	14	-3	6	2	-30	8	2	-8
COc1ccc(-c2cc(C(F)(F)F)nc(SCC(=O)N(C)Cc3cnn(C)c3C)n2)cc1OC	-372	5	3	2	-7	4	8	0	-1
COC(=O)c1ccc(C2/C(=C(/O)c3ccc(OC)cc3)C(=O)C(=O)N2c2cc(C)on2)cc1 (stereo not drawn)	-21	-12	-4	-1	-1	-8	-17	5	-2
CC(C)(C)c1cc(S(=O)(=O)CCc2ccncc2)cc(C(C)(C)C)c1F	17	1	-10	1	6	-39	6	1	0
CC(N)C12CC3CC(CC(O)(C3)C1)C2 (stereo not drawn)	2	4	10	-2	-8	-2	2	2	0
O=C(CSc1nnc(CNC(=O)c2ccco2)o1)c1ccccc1	28	-2	1	-1	-9	-2	11	2	0
CCCS(=O)(=O)N1CCN(S(=O)(=O)c2ccccc2[N+](=O)[O-])CC1	.	2	2	4	-7	12	-3	.	2
O=C(COc1ccc([N+](=O)[O-])cc1)NCCC1=CCCCC1	7	2	5	4	-9	3	-1	3	0
NC(=O)[C@H](Cc1cc2ccccc2s1)NC(=O)[C@@H]1CC2(CC(c3cccc(NC(=O)[C@@H]4CCC(=O)N4)c3)=NO2)CN1C(=O)/C=C/Sc1ccccc1 (stereo partly drawn)	4	-38	-6	9	5	-3	-2	-2	-3
Cc1cnc(NC(=O)Cc2ccc(C)c(C)c2)s1	-2	2	-5	2	-4	5	1	-2	0
CCN(CC)c1nc2cc(C)ccc2cc1/C=C(\C#N)C(N)=O	-105	7	7	5	20	0	-18	79*	-2
O=C(NCc1nnnn1-c1ccc(F)cc1)c1ccc([N+](=O)[O-])o1	16	-14	1	21	-1	-1	15	2	-2
O=C(NCC(=O)N(c1ccccc1F)C(C(=O)NC1CCCC1)c1ccco1)c1ccco1 (stereo not drawn)	2	-4	-11	-14	7	1	-24	-1	-2
CN(C(=O)COC(=O)C1COc2ccccc2O1)C1(C#N)CCCCC1 (stereo not drawn)	5	-18	-12	-2	0	-3	-5	2	1
CCSc1ncc(CO)c(N)n1	10	-1	-8	4	-1	-12	-11	2	0
O=C(COc1ccccc1F)Nc1cc(S(=O)(=O)Nc2cccc(Cl)c2)ccc1O	6	-12	-10	-7	2	-11	-3	0	-4
Cc1ccc(OCC2Cn3c(nc4c3c(=O)[nH]c(=O)n4C)O2)cc1C (stereo not drawn)	17	-5	-5	-3	-7	-5	12	0	-2
O=C(OCC(=O)N1CCCc2ccccc21)c1ccccc1[N+](=O)[O-]	20	-10	-20	-11	-2	6	15	0	2
CCCCC(=O)Nc1ccccc1N1CCOCC1	6	-4	1	4	0	2	-3	2	-3
Cn1nnnc1SCC(=O)Nc1ccccc1N1CCCCC1	13	-3	-10	-14	2	-32	2	2	0
CS(=O)(=O)N(CC(=O)NCCSCc1cccc(Cl)c1)c1ccccc1F	7	-7	-9	-12	-5	-9	-1	1	-2
Cc1cc(Nc2ccccc2)n(-c2cccc(Cl)c2)n1	5	-3	-15	-6	1	-10	-3	0	-1
CC(=O)Nc1ccc(NC(=O)c2cccc3ccccc23)cc1	10	3	5	5	-4	7	7	-1	-2
COCCOc1ccc(C(F)(F)F)cc1NC(=O)Cc1ccc(S(=O)(=O)N2CCOCC2)s1	-3	8	0	3	5	-6	10	-7	-1
O=C1NC[C@@H](Cc2cccc3ccccc23)N(CCC23CC4CC(CC(C4)C2)C3)C1=O	8	0	5	3	-4	4	17	1	-8
Cc1c(S(=O)(=O)Nc2cccc(Cl)c2)c(=O)n(C)c(=O)n1C	15	6	8	-1	-2	2	-1	-2	2
COc1ccccc1N=c1c2c([N+](=O)[O-])cc([N+](=O)[O-])cc2n(O)n1-c1ccccc1OC	.	-6	-2	2	.	1	.	.	-1
Cc1cccc(CS(=O)(=O)Cc2ccc(C(=O)NCC3CCCO3)o2)c1 (stereo not drawn)	15	-10	-11	-4	-9	-16	6	1	-4

Among those listed so far, 10 have fluorine.
SMILES	SENP8 block-1	UBC13 inh	SENP8 block-2	SENP7 block	HKDC1 inhibitor	SENP6 block	PfG6PD inh	SENP1 inh	beta cell repl
COc1ccc(CNC(=O)c2c(-c3c(F)cccc3Cl)noc2C)cc1	13	-2	-3	-3	-6	-18	5	2	-1
CN1CCN(c2cc3c(cc2F)c(=O)c(C(=O)O)cn3CCF)CC1	-317	0	0	-3	11	-14	-12	0	-2
Fc1cccc(NC(=S)Nc2cccc3ccccc23)c1	-393	-4	28	29	13	57*	20	-7	-7
COc1ccc(-c2cc(C(F)(F)F)nc(SCC(=O)N(C)Cc3cnn(C)c3C)n2)cc1OC	-372	5	3	2	-7	4	8	0	-1
CC(C)(C)c1cc(S(=O)(=O)CCc2ccncc2)cc(C(C)(C)C)c1F	17	1	-10	1	6	-39	6	1	0
O=C(NCc1nnnn1-c1ccc(F)cc1)c1ccc([N+](=O)[O-])o1	16	-14	1	21	-1	-1	15	2	-2
O=C(NCC(=O)N(c1ccccc1F)C(C(=O)NC1CCCC1)c1ccco1)c1ccco1 (stereo not drawn)	2	-4	-11	-14	7	1	-24	-1	-2
O=C(COc1ccccc1F)Nc1cc(S(=O)(=O)Nc2cccc(Cl)c2)ccc1O	6	-12	-10	-7	2	-11	-3	0	-4
CS(=O)(=O)N(CC(=O)NCCSCc1cccc(Cl)c1)c1ccccc1F	7	-7	-9	-12	-5	-9	-1	1	-2
COCCOc1ccc(C(F)(F)F)cc1NC(=O)Cc1ccc(S(=O)(=O)N2CCOCC2)s1	-3	8	0	3	5	-6	10	-7	-1
